Source: PubChem BioAssay (Broad Institute)
C2C12 statin – suppressors of simvastatin-induced myotoxicity in C2C12 myotubes; ATP luminescence, 48 h; scaled: DMSO 0, geranylgeraniol control 100; rescue of ATP level, % at 7.49 µM; actives 0.78% (n = 330,000); AID 602340;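 active = mean ATP rescue above about 67%, or every replicate alone reaching that limit, limit read from the data, passing the limit was not always enough; inconclusive = no clear call, values can overlap the other calls; inactive = mean under the limit and some replicate under it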;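 also: myotubes were challenged with 10 µM simvastatin during compound exposure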
esBAF inh – blocks esBAF chromatin remodeling in mouse ES cells | Bmi1-luciferase knock-in reporter, 24 h; 100% = twice the neutral-well signal | reporter increase, % at 12.5 µM | actives 2% (n = 350,000) | AID 602393; in the data active = activation above about 40%; inconclusive = no clear call, values can overlap the other calls;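 also: 0% = median of the plate's neutral control wells and 100% = double that signal; a rise in the Bmi1 reporter signal indicates esBAF inhibition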
Active calls of the source: *; ? = inconclusive. Only part of the results is shown; the hit share may differ from the screen's.

SMILES,C2C12 statin,esBAF inh
Cc1ccc(NC(=O)C2CCN(S(=O)(=O)c3cccc4nonc34)CC2)nc1,-3,-3
Cc1ccc(-c2nnc(N3CCCCC3)c3ccccc23)cc1S(=O)(=O)N1CCN(C)CC1,6,-1
O=C(CN1CC(=O)Oc2ccccc21)OCC(=O)c1cccc(Br)c1,11,22
Cc1ccc(F)cc1NS(=O)(=O)c1ccc(Cl)s1,-47,-11
C=CCc1ccc(OCC(O)CN2CCC(Cc3ccccc3)CC2)c(OC)c1 (centres undefined),15,-9
Cc1cc(N)ccc1N1CCCC1,10,1
Cc1cc2c3nonc3ccc2n1C,?,-1
CSc1nnc(-c2ccc(S(=O)(=O)N3CCOCC3)cc2)n1CC1CCCO1 (centres undefined),-4,-7
OCCn1c(C(F)(F)F)nc2ccccc21,13,-5
COc1ccc2c(c1OC)C(=O)N1c3ccccc3C(=O)N(c3ccccc3)C21 (centres undefined),-8,-15
Cc1cc(C(=O)OC(C)C(=O)Nc2cccc(S(=O)(=O)N3CCOCC3)c2)c(C)o1 (centres undefined),25,-5
CC1=C(C#N)C(=O)N(C)C(C)(C)C1,2,-6
CO/N=C/C(=N\Nc1ccc(C)cc1)C(=O)c1ccc(OC)cc1,-93,-14
COc1ccnc(Oc2ccc(F)cc2)c1C(=O)N/C=N/OCc1ccc(F)cc1,1,-8
CCOCCc1nnc(NC(=O)CSc2ccccc2)s1,-6,-5
Cc1ccc(OCc2nnc(SCC(=O)NC3CCCCC3)n2C)cc1,11,3
CCC(C)C(NC(=O)OC(C)(C)C)C(=O)NC(CC(C)C)C(N)=O (centres undefined),2,-2
Cc1ccc(Cn2ccc(NC(=O)c3c(-c4ccccc4Cl)noc3C)n2)cc1,18,3
Cn1c(=O)c2c(-c3ccccc3)n(N3CCOCC3)cc2n(C)c1=O,-7,-1
CCC(=O)Nc1ccc(N2CCCCC2)c(C(=O)Nc2ccccc2C)c1,12,-6
CCOc1cc(/C=N/n2cnnc2)ccc1OC(=O)c1cccc([N+](=O)[O-])c1,-13,-1
O=S(=O)(Nc1nccs1)c1ccc(NS(=O)(=O)c2cccs2)cc1,0,4
CC(C)(C)NC(=O)Cc1ccc(S(=O)(=O)N2CCCC2)s1,-4,-8
COC(=O)C1=C(CSc2nc3c(cc2C#N)CN(C)CC3)OC(N)=C(C#N)C1c1ccccc1F (centres undefined),-2,-2
CC(C)CSc1nc(N2CCOCC2)c2c(c1C#N)CC(C)(C)SC2,-28,-5

Part of the list above in a different format:
Cc1ccc(Cn2ccc(NC(=O)c3c(-c4ccccc4Cl)noc3C)n2)cc1
  C2C12 statin = 18	esBAF inh = 3

Cn1c(=O)c2c(-c3ccccc3)n(N3CCOCC3)cc2n(C)c1=O
  C2C12 statin = -7	esBAF inh = -1

Next part
SMILES,C2C12 statin,esBAF inh
CCOCCCNc1ncnc2c1[nH]c1ccccc12,9,-10
COc1ccc(-c2oc(NC(=O)CSc3nncn3C)c(C#N)c2-c2ccc(OC)cc2)cc1,4,2
Cc1ccc(NC(=O)CSc2n[nH]c(-c3ccncc3)n2)cc1,-9,-16
CCOc1cccc(CNCCNC(=O)c2nonc2N)c1,36,-5
COc1cc(Cl)c(S(=O)(=O)NCCN2CCOCC2)cc1Cl,0,5
CCOc1ccc2nc(SCC(=O)N3CCCc4ccccc43)sc2c1,1,-5
CCOC(=O)CSc1nnc(-c2ccoc2C)n1-c1ccc(C)cc1,-1,1
CC(=O)Nc1ccc2c(c1)CCCN2C(=O)c1ccccc1,-1,-1
CN=c1scc(-c2ccc(Br)cc2)n1C,-14,12
COc1cc(NS(=O)(=O)c2cc(C)ccc2OC)c(OC)cc1Cl,15,-5
COc1ccc(NC(C)=O)cc1NC(=O)CSc1nc2ncccc2[nH]1,1,-8
CCOc1cc(C2c3c(oc4cc(C)c(Cl)cc4c3=O)C(=O)N2Cc2ccco2)ccc1O (centres undefined),?,-6
O=C(CCCOc1ccccc1)Nc1ccc(S(=O)(=O)N2CCOCC2)cc1,10,-1
O=C(CSc1nnc2ccccn12)NCc1cccs1,-3,-3
CCOc1cc(C(=O)Nc2cc(=O)n(C)c(=O)n2C)cc(OCC)c1OCC,-5,-1
COCCCn1c(SCc2ccccc2)nc2cc(OC)c(OC)cc2c1=N,-26,-1
COc1ccc(-c2cc(C(F)(F)F)n3nc(C(=O)NCc4ccco4)cc3n2)cc1OC,-2,6
O=C(Cn1cnc2ccccc2c1=O)NCc1ccc2c(c1)OCO2,9,-9
O=C(C1CCN(c2ccc(N3CCOCC3)nn2)CC1)N1CCN(c2ccc(F)cc2)CC1,-27,-6
CCCC(=O)N(c1ccc2oc(=O)sc2c1)S(=O)(=O)c1cccs1,41,-9
CC1CCCCC1NC(=O)CSc1nnc(-c2ccccc2)n1N (centres undefined),-9,8
COCCNC(=O)C1(C)CCCN(Cc2csc(-c3ccc(Cl)cc3)n2)C1 (centres undefined),-7,-1
Brc1ccc(-c2csc(-c3c[nH]c4ccccc34)n2)cc1,-10,67*
O=C(c1ccccc1)c1nnc(-c2ccncc2)o1,-5,3
COc1ccc(CNC(=O)c2cc3c(C)nc4ccccc4c3o2)c(OC)c1,3,-24

Additional records follow.
SMILES,C2C12 statin,esBAF inh
COC(=O)c1ccc(/C=N\NC(=O)c2ccc(C)cc2Cl)cc1,-2,5
COc1ccc(-c2c(-c3cc(OC)c(OC)c(OC)c3)noc2C)cn1,-50,-48
CCCCc1cc(=O)oc2cc(OCc3nn[nH]n3)c(Cl)cc12,2,-16
CC(C)OC(=O)CSc1nnc(-c2cnccn2)n1Cc1ccco1,-4,0
O=C(CSc1ncn[nH]1)c1ccc2c(c1)OCCO2,-4,7
C=C[C@]1(C)C=C2CC[C@H]3[C@@](C)(CCC[C@@]3(C)C(=O)O)[C@@H]2CC1,5,-4
CCn1c(SCc2ccc(C(=O)OC)o2)nc2sc3c(c2c1=O)CCCC3,-3,3
CCCCn1c(Oc2ccc(C(=O)OC)cc2)nc2c1c(=O)n(C)c(=O)n2C,11,-4
CCOC(=O)N1CCC(Nc2nc3ccccc3n3nnnc23)CC1,12,10
N#CC1=C(N)C(C#N)(C#N)[C@H](c2ccsc2)[C@H]2COCC=C12,47,-2
COc1ccc(/C=N/n2cnnc2SCc2ccccc2)cc1,37,4
O=C1Cc2ccccc2C(=O)N1Cc1ccccc1,5,-2
O=C(Nc1ccc2oc(-c3cccc4ccccc34)nc2c1)c1ncn[nH]1,47,32
COc1cccc(-n2nnnc2SCC(=O)NCCc2ccccc2)c1,102*,5
CCOc1ccccc1NC(=O)Cn1c(=O)n(CCC(=O)NC2CCCC2)c(=O)c2ccccc21,2,-7
CCOC(=O)c1ccccc1NC(=O)CN(c1ccccc1)S(=O)(=O)N(C)C,-3,-1
O=C(Cc1sc(-c2ccccc2Cl)nc1-c1ccccc1)Nc1ccccc1,12,0
CN(C)c1nc(N)nc(Nc2ccccc2C#N)n1,-2,1
CC1(C)CC(=O)C=C(Nc2ccc3c(c2)OCCO3)C1,3,11
CN(C)c1ccc(/C=C/C(=O)c2cccc(Br)c2)cc1,6,-1
CCOC(=O)C1CCN(c2nc3ccccc3nc2C(C#N)C(=O)OC(C)C)CC1 (centres undefined),-2,-10
Cc1cccc(NC(=O)c2cc(NC(=O)C3CC=CCC3C(=O)O)ccc2N2CCOCC2)c1 (centres undefined),12,4
Cc1cccnc1C(NC(=O)C1CCN(Cc2ccc(Oc3ccccc3)cc2)CC1)c1ccccc1 (centres undefined),8,-3
COc1ccc(N2CCN(C(=O)CSc3nnc(-c4ccc5[nH]c(C)c(C)c5c4)o3)CC2)cc1,-9,21
O=C(COC(=O)C(O)c1ccccc1)NC12CC3CC(CC(C3)C1)C2 (centres undefined),-10,-15

(further entries)
SMILES,C2C12 statin,esBAF inh
Cc1c(C(=O)N2CCN(Cc3ccccc3)CC2)sc2ncnc(N3CCOCC3)c12,8,3
Cn1nc(C(F)(F)F)c2cc(C(=O)Nc3ccc(Cl)cc3)sc21,-9,8
Cc1ccccc1Cn1c(=N)n(CC(=O)c2ccco2)c2ccccc21,-29,-68
CC(=O)CCc1oc2ccc(NC(C)=O)cc2c1-c1ccc(C)o1,-10,5
COc1cc(NC(=O)C2CCN(S(=O)(=O)c3cccnc3)CC2)cc(OC)c1OC,5,-1
CCN(C(=O)Nc1ccccc1OC)c1c(N)n(Cc2ccccc2)c(=O)[nH]c1=O,6,1
COCCOC(=O)C1=C(C)N(Cc2ccccc2)C(=O)NC1c1ccc(OC)cc1 (centres undefined),-1,-4
COc1ccc(S(=O)(=O)N(Cc2ccccc2)Cc2nc(-c3ccccc3)no2)cc1,23,-13
Cc1ccc([N+](=O)[O-])cc1NC(=S)NC(=O)CC(C)(C)C,-67,2
CC(=O)Nc1ccc(NC(=O)C2CCN(c3c(Cc4ccccc4)c(C)nc4ncnn34)CC2)cc1,-4,-1
CCOc1ccccc1NC(=O)c1ccc(S(=O)(=O)N2CCOCC2)cc1,1,-4
COc1cc(NC(=O)c2cc(OC)c(OC)c(OC)c2)c(OC)cc1NC(=O)CN1CCCCC1,-40,2
O=C1C2C(c3ccccc3)C=CC(c3ccccc3)C2C(=O)N1CCCO (centres undefined),34,-4
O=C(O)CC(c1ccccc1)n1cnnn1 (centres undefined),86*,2
CC(=O)C1(O)C(C)CC2C3CCC4CC(O)CCC4(C)C3=CCC21C (centres undefined),22,4
CCOc1ccccc1NC(=O)C1CCCN(S(=O)(=O)c2c(C)[nH]c(=O)[nH]c2=O)C1 (centres undefined),-11,-6
CCn1c(COc2ccccc2)nnc1SCC(=O)C(C)(C)C,-3,1
COC1(OC)C(/C=C/c2ccc(Cl)cc2)C(C#N)(C#N)C1(OC)OC (centres undefined),-63,27
Cc1cc(NC(=O)CSc2nnc(-c3ccco3)n2Cc2ccccc2)no1,8,-3
N#C/C(=C/c1ccc(Sc2nc3ccccc3[nH]2)o1)c1cccc(Br)c1,-14,-22
CCOc1ccccc1Oc1coc2cc(OC(=O)c3ccco3)ccc2c1=O,37,-9
Cc1c(CNCc2cccs2)c(C(=O)O)c(C)n1Cc1ccccc1,-14,-1
Cc1cc2c(c(=O)o1)C(C1C=CCCC1)C(C#N)=C(N)O2 (centres undefined),2,-3
c1ccc(-c2nn3c(C4CCCCC4)nnc3s2)cc1,1,-5
Cc1ccc(S(=O)(=O)C2CS(=O)(=O)CC2O)cc1 (centres undefined),-12,4

Carrying on.
SMILES,C2C12 statin,esBAF inh
CN(C)c1nc(C(=O)Nc2ccccc2)nc(N(C)C)n1,3,-8
CCCCCOC(=O)C1=C(C)N(C)C(=O)NC1c1cc(Br)c(O)c(OC)c1 (centres undefined),-6,5
CCCCCn1c(=O)[nH]c2cc(C(=O)Nc3ccc(OC)cc3)ccc2c1=O,6,-7
CC(C)(C)NC(=O)C(c1ccco1)N(Cc1ccc(F)cc1)C(=O)c1snc(C(N)=O)c1N (centres undefined),15,2
Nc1nc(-c2cccnc2)nn1C(=O)COc1ccccc1,7,0
Cc1nn(-c2ccccc2)c(C)c1/C=N/n1c(-c2ccc(C(C)(C)C)cc2)n[nH]c1=S,-3,-71
COc1cc(C(=O)Nc2nc3ccccc3s2)ccc1OCc1c(C)noc1C,-37,8
CC(C)OCCCNc1ncc2c(n1)CC(c1ccc(N(C)C)cc1)CC2=O (centres undefined),15,17
CSc1ccccc1C(=O)NC1CC2CCC1C2 (centres undefined),-15,-6
CCOc1ccc2nc(N3CCC(C(=O)N4CCN(C(=O)c5ccco5)CC4)CC3)sc2c1,1,24
CCN(CC)CC(=O)Nc1nn(-c2ccccc2)nc1C(N)=O,2,-8
Fc1ccccc1OCCCCn1cncn1,109*,-4
C[N+]1(CCOS(=O)C23CC4CC(CC(C4)C2)C3)CCOCC1 (centres undefined),-11,-6
Cc1nn(Cc2ccc(Br)cc2)c(C)c1NC(=O)c1nn(C)cc1Cl,17,4
FC(F)Oc1ccc(-c2csc(Cc3nnc4n3CCCCC4)n2)cc1,5,-4
CCCCN1C(=O)/C(=C2/Sc3ccc(OC)cc3N2CC)SC1=S,-7,-4
CC1CCN(C(=O)N2c3ccccc3Sc3ccccc32)CC1,13,8
O=C(NCC1COc2ccccc2O1)C1CCN(S(=O)(=O)c2cccc3nsnc23)CC1 (centres undefined),6,-6
CCSc1nnc(-c2sc3nnc(-c4ccccc4)c(-c4ccccc4)c3c2N)o1,-16,-3
O=C1c2oc3ccccc3c(=O)c2C(c2cccc(F)c2)N1CCCO (centres undefined),0,0
Cc1ccccc1C(=O)Nc1ccccc1,-9,34
N#CC(C(=O)Nc1ccc(Cl)cc1)=C1Nc2ccccc2N1,-23,9
COCCn1c(N)c(C(=O)NCc2cccs2)c2nc3ccccc3nc21,-3,-5
COC(=O)C(C(=O)Nc1ccc(OC)cc1)C1CCCCCC1 (centres undefined),2,-13
c1ccc(CSc2nnnn2-c2ccccc2)cc1,9,-4

Some of the entries above, set out differently.
CCSc1nnc(-c2sc3nnc(-c4ccccc4)c(-c4ccccc4)c3c2N)o1
  C2C12 statin = -16
  esBAF inh = -3

CC(C)(C)NC(=O)C(c1ccco1)N(Cc1ccc(F)cc1)C(=O)c1snc(C(N)=O)c1N (centres undefined)
  C2C12 statin = 15
  esBAF inh = 2
